SENP6 block = inhibitors of human SENP6 protease | Q9GZR1 | Recombinant SENP6 catalytic domain, aminoluciferin luminescence | inhibition, % at 10 µM | actives 1.8% (n = 330,000);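 active = inhibition above about 50% at the single tested dose, limit read from the data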;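 also: plate controls were DMSO wells with enzyme for no effect and DMSO wells lacking enzyme for full effect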
HKDC1 inh = inhibitors of human hexokinase HKDC1; Q2TB90; recombinant HKDC1, G6PDH/diaphorase resazurin coupled fluorescence; inhibition, % at 20 µM; actives 0.16% (n = 340,000);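 active = inhibition above about 35% when tested at 20 µM, limit read from the data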;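 also: plate controls were DMSO wells with enzyme for no effect and DMSO wells lacking enzyme for full effect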
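Test system: recombinant HKDC1 (HK5) hexokinase enzyme, produced in-house; Amount: enzyme 5 µg/mL final; Buffer or medium: Tris pH 8.0 buffer with MgCl2, Tween-20, BSA, BME; Reagent: glucose and ATP substrates; Doses: 20 µM test compound, 1% DMSO; Incubation: 90 min reaction incubation at room temperature, dark; Detection: resorufin fluorescence at 613 nm.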
Apaf1 inhib = human Apaf-1 inhibition | inhibition, % at 20 µM | actives 0.71% (n = 330,000) | O14727 | AID 489030 | reconstituted apoptosome caspase-3 activity, DEVD-Rh110 fluorescence; active = inhibition of at least 40% at 20 µM;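 also: plate controls were DMSO wells for no effect and DEVD-CHO caspase inhibitor wells for full effect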
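Assay system – apoptosome proteins · Medium – Hepes buffer, pH 7.5 · Also added – cytochrome c with DEVD-Rh110 · Timing – 30 min compound preincubation, 50 min activation, room temperature · Detection – Rh110 fluorescence, excitation 480 nm, emission 540 nm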
PfGluPho inh = PfG6PD (Plasmodium falciparum) enzyme inhibition. PfGluPho enzyme, NADPH resazurin-diaphorase fluorescence. inhibition, % at 20 µM. actives 0.78% (n = 350,000);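 active = inhibition reaching at least a set limit at 20 µM in the primary screen, cut at about 59% in these data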;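 also: 0% = DMSO wells with substrate and 100% = DMSO wells lacking glucose-6-phosphate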
SENP8 block-1 = blocks human SENP8 cleavage of Nedd8 substrate; actives 0.64% (n = 360,000); Q96LD8; recombinant SENP8, Nedd8 substrate fluorescence; AID 602440; inhibition, % at 20 µM; in the data active = inhibition mostly above about 40%, no sharp cut-off; inactive = mostly below about 27%
Target sequence (Q96LD8 whole entry, looked up): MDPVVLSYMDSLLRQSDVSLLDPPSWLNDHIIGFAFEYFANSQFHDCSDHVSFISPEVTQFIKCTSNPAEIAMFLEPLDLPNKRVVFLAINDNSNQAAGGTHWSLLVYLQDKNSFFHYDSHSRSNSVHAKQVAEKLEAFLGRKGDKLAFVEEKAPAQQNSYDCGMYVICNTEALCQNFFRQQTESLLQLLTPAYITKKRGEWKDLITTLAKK
SENP7 inh = SENP7 protease inhibition. Q9BQF6. recombinant SENP7, Z-RLRGG-aminoluciferin luminescence, 40 min. inhibition, % at 5 µM. actives 1.5% (n = 330,000). AID 434973;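 active = inhibition above about 50% at the single test dose, limit read from the data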;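 also: plate controls were DMSO with enzyme for no effect and no enzyme buffer wells for full effect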
Target sequence (Q9BQF6 706-1050 limits assumed): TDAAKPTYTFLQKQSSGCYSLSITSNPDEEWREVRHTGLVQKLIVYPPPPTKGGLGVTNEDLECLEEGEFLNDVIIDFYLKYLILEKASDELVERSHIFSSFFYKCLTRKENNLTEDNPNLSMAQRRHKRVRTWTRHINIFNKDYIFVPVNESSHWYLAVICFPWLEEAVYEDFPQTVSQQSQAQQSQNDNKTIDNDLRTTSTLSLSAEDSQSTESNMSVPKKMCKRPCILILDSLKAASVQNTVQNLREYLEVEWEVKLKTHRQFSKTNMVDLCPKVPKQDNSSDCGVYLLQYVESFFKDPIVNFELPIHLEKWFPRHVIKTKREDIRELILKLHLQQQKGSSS
SENP1 inh = blocks the human SENP1 SUMO protease catalytic domain; Q9P0U3; recombinant SENP1 catalytic domain, CyPet-SUMO1-YPet FRET cleavage; inhibition, % at 10 µM; actives 0.21% (n = 360,000); AID 624204;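 active = inhibition at least 30% at 10 µM, raw YFP signal under a set limit, fluorescence ratio 0.5 to 1.5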;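 also: 0% = enzyme with DMSO and 100% = no enzyme wells; some results filed as inactive read as strong as hits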
Target sequence (Q9P0U3 419-644 limits assumed): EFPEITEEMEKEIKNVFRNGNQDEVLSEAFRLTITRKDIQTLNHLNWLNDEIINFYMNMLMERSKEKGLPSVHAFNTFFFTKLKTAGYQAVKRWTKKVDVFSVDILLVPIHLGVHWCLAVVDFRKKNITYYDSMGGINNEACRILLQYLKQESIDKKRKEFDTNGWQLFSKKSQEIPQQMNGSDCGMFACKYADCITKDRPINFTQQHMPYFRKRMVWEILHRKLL
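Test system: recombinant human SENP1 catalytic domain, His6-tagged / Medium: pH 8 Tris buffer with EDTA, NaCl, BME, BSA, NP40, catalase / Also added: SUMO1 FRET substrate flanked by Cypet and Ypet, 25 nM / Times: 50 min reaction at room temperature / Signal: FRET, CFP and YFP emission / Control set: no-enzyme low control and enzyme-plus-DMSO high control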
SENP8 block-2 = SENP8 protease inhibition. inhibition, % at 10 µM. purified SENP8, Z-RLRGG-aminoluciferin cleavage, luminescence. actives 1.2% (n = 330,000). AID 2540; in the data active = inhibition above about 50%
Numbers without * were called inactive; i = inactive; . = no result given.

Short keys – A = SENP6 block; B = HKDC1 inh; C = Apaf1 inhib; D = PfGluPho inh; E = SENP8 block-1; F = SENP7 inh; G = SENP1 inh; H = SENP8 block-2
> Cc1ccc(/C([O-])=C(/C(=S)NCCN2CCOCC2)[n+]2ccccc2)cc1[N+](=O)[O-]
  A: 15	B: -3	C: -8	D: 3	E: 4	F: 7	G: -1	H: 2

> CCOCCCNC(=O)C(c1ccccc1)N(Cc1cccs1)C(=O)CNC(=O)c1ccccc1 (stereo not drawn)
  A: -23	B: -11	C: -9	D: -12	E: 7	F: 8	G: 3	H: -2

> O=C(Oc1ccccc1)N(c1ccccc1)c1ccccc1
  A: 6	B: -5	C: -9	D: 17	E: 24	F: 6	G: 1	H: 1

> Cc1ccc2nc(N(CCCN(C)C)C(=O)c3ccc(Br)s3)sc2c1
  A: 9	B: -1	C: -5	D: -6	E: -2	F: 4	G: 1	H: 3

> CN(C)Cc1c(O)ccc2[nH]cnc12
  A: 5	B: -7	C: -21	D: 1	E: 14	F: -4	G: -1	H: 0

> CN(C(=O)COC(=O)C1CCN(S(=O)(=O)c2ccc3c(c2)OCCO3)CC1)C1CCS(=O)(=O)C1 (stereo not drawn)
  A: -10	B: -6	C: -4	D: -22	E: -2	F: -7	G: -2	H: 17

> CCc1ccccc1N(CC(=O)NC(C)(C)CC)C(=O)CCC(=O)Nc1nccs1
  A: 10	B: 2	C: 13	D: 11	E: 10	F: -2	G: 0	H: 2

> CCn1c(CCl)nc2cc(S(=O)(=O)N3CCOCC3)ccc21
  A: -15	B: 0	C: -2	D: -7	E: 15	F: -9	G: -4	H: -7

> Cc1ccc(C(CC(=O)N2CCCC2)c2ccccc2)c(O)c1 (stereo not drawn)
  A: 2	B: -1	C: 5	D: -1	E: 7	F: 6	G: 2	H: 14

> CN1CCN(CC(O)COCc2ccc3c(c2)OCO3)CC1 (stereo not drawn)
  A: -10	B: -7	C: -9	D: -29	E: 5	F: -6	G: 3	H: -8

> CC(=O)Nc1cccc(C(=O)/C=C/c2ccc(F)cc2)c1
  A: -24	B: 7	C: -6	D: 14	E: 14	F: -4	G: 0	H: -14

> CCCn1c(NC(=O)c2ccc(F)cc2)nc2ccccc21
  A: -17	B: -4	C: -2	D: 29	E: -63	F: -1	G: 3	H: -6

> COc1ccc(OC)c(NC(=O)c2cccc(C)c2[N+](=O)[O-])c1
  A: 3	B: 12	C: 7	D: 5	E: 10	F: 2	G: -2	H: -3

> CCOC(=O)c1cc2c(c(CCO)n1)[C@@H](CCO)N(S(=O)C(C)(C)C)C2 (stereo partly drawn)
  A: .	B: -6	C: .	D: 1	E: -32	F: .	G: -8	H: .

> CCOCCCNC(=O)CNC(=S)N(Cc1ccccc1F)C1CCCCC1
  A: -12	B: 18	C: -2	D: -4	E: 12	F: 0	G: 2	H: -4

The results go on.
Short keys – A = SENP6 block; B = HKDC1 inh; C = Apaf1 inhib; D = PfGluPho inh; E = SENP8 block-1; F = SENP7 inh; G = SENP1 inh; H = SENP8 block-2
> O=C(CN1CCCC1)Nc1ccc(Oc2ccc(NC(=O)CN3CCCC3)cc2)cc1
  A: -9	B: -4	C: 7	D: 5	E: 21	F: -6	G: 2	H: -9

> Cc1cc(C(=O)Nc2sc3c(c2C#N)CCC(C)C3)no1 (stereo not drawn)
  A: 1	B: 0	C: -9	D: -15	E: 8	F: -7	G: 0	H: -8

> Cc1cccc(N(C(=O)c2snc(C(N)=O)c2N)C(C(=O)NC2CCCC2)c2ccc(C)o2)c1 (stereo not drawn)
  A: -10	B: -4	C: 14	D: 10	E: -315	F: 2	G: -32	H: 4

> O=C(CCc1ccc(S(=O)(=O)N2CCOCC2)cc1)Nc1ccc(F)cc1[N+](=O)[O-]
  A: -5	B: -8	C: -3	D: 12	E: 13	F: 2	G: 2	H: -1

> CSC1=N/C(=C\c2ccccc2C)C(=O)S1
  A: -5	B: -3	C: 1	D: -6	E: 8	F: -5	G: -4	H: 0

> COc1ccc(/C=N/NC(=O)CO/N=C(\C)c2cccs2)cc1
  A: -6	B: -3	C: -3	D: -10	E: 10	F: 0	G: -3	H: -2

> CCc1ccccc1NC(=O)N1CCCC(CCC(=O)N(C)CCc2ccccn2)C1 (stereo not drawn)
  A: -15	B: -4	C: -14	D: -5	E: 15	F: -1	G: 1	H: 1

> COc1ccc(C)cc1NC(=O)CSc1nc2scc(C)c2c(=O)[nH]1
  A: 2	B: 4	C: 22	D: 9	E: -5	F: -17	G: 2	H: -5

> Cc1ccc(SCC(=O)OCC(=O)N(C)C2CCS(=O)(=O)C2)cc1C (stereo not drawn)
  A: -8	B: -7	C: -4	D: 2	E: 16	F: 1	G: 3	H: -3

> OC1CSc2nc3ccccc3n2C1 (stereo not drawn)
  A: -5	B: -9	C: -5	D: 4	E: 9	F: 1	G: 1	H: -3

> CCC(=O)N1c2ccc(S(=O)(=O)CCC(=O)N3CCN(c4ccccc4)CC3)cc2CC1C (stereo not drawn)
  A: -10	B: -6	C: 6	D: -2	E: 21	F: 6	G: 0	H: -2

> COc1ccc2nc(SCc3ccccc3)nc(C)c2c1
  A: 10	B: -4	C: 13	D: 16	E: -396	F: 2	G: -2	H: -4

> O=C1CCCC2=C1C(c1ccc(Cl)cc1)N1C(=O)CCSC1=N2 (stereo not drawn)
  A: 16	B: -2	C: 4	D: 7	E: -48	F: 5	G: -5	H: -4

> Cc1ccc(S(=O)(=O)N2CCCCC2)cc1NC(=O)c1ccccn1
  A: -8	B: -5	C: -9	D: -19	E: 19	F: -4	G: 0	H: 0

> CCN(CC)CCNCC(=O)N1c2ccccc2CCc2ccc(NC(=O)OC)cc21
  A: 15	B: -10	C: 4	D: -2	E: 16	F: 4	G: 1	H: -5

Ordered by value in SENP6 block (low to high): some entries from above.
canonical_smiles	SENP6 block	HKDC1 inh	PfGluPho inh	SENP7 inh	SENP1 inh	SENP8 block-2
Cc1cccc(N(C(=O)c2snc(C(N)=O)c2N)C(C(=O)NC2CCCC2)c2ccc(C)o2)c1 (stereo not drawn)	-10	-4	10	2	-32	4
CCc1ccccc1N(CC(=O)NC(C)(C)CC)C(=O)CCC(=O)Nc1nccs1	10	2	11	-2	0	2
O=C1CCCC2=C1C(c1ccc(Cl)cc1)N1C(=O)CCSC1=N2 (stereo not drawn)	16	-2	7	5	-5	-4

Some of the entries so far, comma-delimited.
Structure,SENP6 block,HKDC1 inh,Apaf1 inhib,PfGluPho inh,SENP8 block-1,SENP7 inh,SENP1 inh,SENP8 block-2
CCOCCCNC(=O)CNC(=S)N(Cc1ccccc1F)C1CCCCC1,-12,18,-2,-4,12,0,2,-4
O=C(CCc1ccc(S(=O)(=O)N2CCOCC2)cc1)Nc1ccc(F)cc1[N+](=O)[O-],-5,-8,-3,12,13,2,2,-1
COc1ccc(C)cc1NC(=O)CSc1nc2scc(C)c2c(=O)[nH]1,2,4,22,9,-5,-17,2,-5

(continued)
Short keys – A = SENP6 block; B = HKDC1 inh; C = Apaf1 inhib; D = PfGluPho inh; E = SENP8 block-1; F = SENP7 inh; G = SENP1 inh; H = SENP8 block-2
> CN(C)c1ccc(C=NCC2COc3ccccc3O2)cc1 (stereo not drawn)
  A: -19	B: -8	C: -5	D: -1	E: -24	F: 1	G: 1	H: -8

> COc1ccc(Cn2cccc(NC(=O)Nc3ccc(C#N)cc3)c2=O)cc1
  A: 7	B: 3	C: 0	D: -11	E: i	F: 8	G: 2	H: 6

> COC(=O)NNC(=O)C1CCC(C(=O)NNC(=O)OC)CC1 (stereo not drawn)
  A: 5	B: 5	C: 4	D: -3	E: -1	F: 4	G: 3	H: -4

> Cc1cc(-c2cc(C(=O)Nc3ccccc3)on2)nc(NCC2CC2)n1
  A: 3	B: -4	C: 18	D: -15	E: -413	F: 4	G: 1	H: 0

> O=C1CN(C(=O)CSc2nnc(C3CC3)n2-c2ccccc2)c2ccccc2N1
  A: 2	B: -3	C: -2	D: -4	E: -1	F: 0	G: 2	H: 1

> CCCc1nc(SCC(=O)Nc2ccc(N3CCOCC3)cc2)c2ccccc2n1
  A: 11	B: 0	C: 0	D: 1	E: 13	F: 3	G: 0	H: 5

> O=C(C1=C[C@H](C2CCCCC2)C[C@H](OCc2ccc(CO)cc2)O1)N1CCN(Cc2ccc3c(c2)OCO3)CC1
  A: -1	B: 5	C: 20	D: 27	E: 31	F: 1	G: -1	H: -2

> CCn1cc(C(=O)N2CCN(c3ccccc3OC)CC2)c2cc(OC)c(OC)cc2c1=O
  A: -9	B: -2	C: 1	D: -2	E: 30	F: 3	G: 2	H: 5

> COC(OC)C1(C)C(C#N)=C(N)Oc2c1c(=O)oc1ccccc21 (stereo not drawn)
  A: -2	B: -2	C: 0	D: -7	E: 1	F: 6	G: -2	H: 1

> CCCCN(C(=O)C1CC(=O)N(c2ccc3c(c2)OCCO3)C1)c1c(N)n(CCC)c(=O)[nH]c1=O (stereo not drawn)
  A: 2	B: 2	C: -5	D: -1	E: 2	F: 3	G: -1	H: 1

> Cc1ccc(-n2cc(C(=O)c3ccccc3O)cn2)cc1
  A: 91*	B: 1	C: 3	D: 17	E: -12	F: 97*	G: 2	H: 92*

> O=C1CC(=C(c2ccccc2)c2ccccc2)C(=O)N1CCCCN1CCN(c2ccccc2)CC1
  A: -29	B: 1	C: 28	D: 14	E: 25	F: 12	G: -1	H: -1

> CN1CCN(c2ccc(C(F)(F)F)cc2NC(=O)c2ccco2)CC1
  A: -20	B: -4	C: 1	D: 11	E: -1	F: 6	G: 3	H: -3

> COc1ccc2nc(NC(=O)CSc3nnc(N)s3)sc2c1
  A: 0	B: -5	C: -10	D: -3	E: 1	F: -7	G: 1	H: -8

> CC1(C(=O)O)CCC(C(=O)Nc2ccc(Cl)c(Cl)c2)C1(C)C (stereo not drawn)
  A: 5	B: -3	C: -6	D: -3	E: 4	F: 4	G: 6	H: -3

New compounds follow.
Short keys – A = SENP6 block; B = HKDC1 inh; C = Apaf1 inhib; D = PfGluPho inh; E = SENP8 block-1; F = SENP7 inh; G = SENP1 inh; H = SENP8 block-2
> Cc1cc(C)n(C(=O)CCCCCC(=O)n2nc(C)cc2C)n1
  A: -23	B: -4	C: 6	D: 7	E: 29	F: -7	G: 0	H: -10

> CCN(CC)CCOC(=O)c1ccc(NC(=O)c2cccc(C)c2[N+](=O)[O-])cc1
  A: -8	B: -8	C: -2	D: 0	E: 11	F: -6	G: 1	H: -9

> COc1cc2nc(NCCCN3CCN(C)CC3)n3nc(-c4ccccc4)nc3c2cc1OC
  A: -4	B: 1	C: 30	D: 15	E: -302	F: 5	G: -1	H: 1

> CC(O)c1cccc(-c2ccc(CN3C[C@]4(CO)O[C@@H](CO)C[C@@H]4S3(=O)=O)cc2)c1 (stereo partly drawn)
  A: .	B: 17	C: 5	D: -2	E: 2	F: 2	G: 0	H: .

> Nc1nonc1C(=Nc1ccccc1)NO
  A: 4	B: -11	C: -5	D: -1	E: 17	F: -3	G: 3	H: -2

> Cc1cccc(NS(=O)(=O)c2ccc(C)c(C(=O)NNC(=O)c3csc(N4CCOCC4)n3)c2)c1
  A: .	B: -2	C: .	D: 14	E: 1	F: .	G: 1	H: .

> C(#CCN1CCOCC1)COCCCOC(c1ccccc1)c1ccccc1
  A: -9	B: -13	C: 8	D: -7	E: 7	F: -13	G: -1	H: -9

Screens as filed in PubChem.

No enrichment for hits. About 3.6% of those tested had a hit in this group.
